# ELG1 genotoxic: qHTS screen for small molecules that induce genotoxicity in human embryonic kidney (HEK293T) cells expressing luciferase-tagged ELG1 | Potency, µM (series often up to 46 µM), inactives show top-dose activity change, positive = activation, hits mostly activators | 330,000 tested, 1.3% active | AID 504466, 2011 | HEK293T ELG1-luciferase reporter, luminescence, 16 h; note: % of control where 0% means no effect; nearly all actives have a fitted effect of over 60% in size
#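 ELG1-luciferase HEK293T cells, 2,000/well; compound pinned in; 16 hr, 37 °C, 5% CO2; ONE-Glo, 30 min RT; luminescence on CCD imager.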
# Gal4-VP16 FLuc: VP16 counterscreen qHTS for inhibitors of ROR gamma transcriptional activity; Drosophila S2 Gal4-VP16 UAS-luciferase, luminescence, 20 h; Potency, µM (doses to about 53.6 µM), inactives show top-dose activity, negative = inhibition, usual class: inhibitors; 310,000 tested, 3.5% active;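 note: Gal4-VP16 expression switched on by copper sulfate through the metallothionein promoter; % is set by controls: 0 for no effect and ±100 for the full control effect; nearly all actives have a fitted effect of over 50% in size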
# MLL CXXC-DNA inh: qHTS Fluorescence Polarization Assay for Inhibitors of MLL CXXC domain - DNA interaction | Histone-lysine N-methyltransferase 2A (Homo sapiens), Q03164 | MLL-CXXC / FITC-HOXA9 DNA fluorescence polarization | Potency, µM (doses to about 115 µM), for the others: at the top dose activity change, negative = inhibition, hits mostly inhibitors | 290,000 tested, 0.037% active | AID 2662, 2010; active = well fitted inhibition curve with a large enough effect in the polarisation, with a control signal flat, not every such curve was filed as active; inconclusive = small, poorly fitted or top-dose-only effect, or effect the other way, or a change in a side signal; inactive = no such curve, though single readings can be large or run the other way; the % refers to the polarisation
#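 Fluorescence polarization: 7 uM MLL-CXXC (stock) preincubated 5 min with compounds, then 50 nM fluorescein-HOX-A9 DNA (stock) added; 30 min ambient. Buffer 50 mM Tris-HCl pH 7.5, 50 mM NaCl, 1 mM DTT, 0.05% BSA.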
# Rab9 promoter act: qHTS Assay for Rab9 Promoter Activators; 320,000 tested, 2.8% active; Huh7 Rab9 promoter-luciferase reporter, luminescence, 24 h; Potency, µM (highest dose often 9.22 µM), without a hit: at the top dose activation, negative = inhibition, most hits filed as activators; AID 485297, 2010; note: % of control where 0% means no effect; nearly all actives have a fitted effect of over 60% in size
#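 Cell-based reporter: Huh7 stable for Rab9 promoter-driven luciferase, plated in reduced-serum medium with 10% FBS at 1500 cells/well, compound-treated 24 h at 37 °C, luminescence read after 10 min reagent.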
# uPA surface inh: qHTS for Inhibitors of Cell Surface uPA Generation; 330,000 tested, 0.31% active; cell surface uPA generation assay, qHTS; Potency, µM (titrated, usually from 38.3 µM), without a hit: at the highest dose activity change, negative = inhibition, hits mostly inhibitors; active = well fitted inhibition curve with a large enough effect; inconclusive = small, poorly fitted or top-dose-only effect; inactive = no such curve, though single readings can be large or run the other way; tested in mouse RAW 264.7 cells; note: % is set by controls: 0 for no effect and ±100 for the full control effect; nearly all actives have a fitted effect of over 55% in size
# RORgamma inh: qHTS for inhibitors of ROR gamma transcriptional activity; 310,000 tested, 5.4% active; Potency, µM (doses to about 53.6 µM), inactives show at the top dose activity change, negative = inhibition, hits mostly inhibitors; AID 2551, 2010; Drosophila S2 Gal4-RORgamma UAS-luciferase reporter, 20 h; Nuclear receptor ROR-gamma (Mus musculus), P51450; note: % is set by controls: 0 for no effect and ±100 for the full control effect; nearly all actives have a fitted effect of over 60% in size
# Target sequence (P51450 whole entry, looked up, the tested form may be a part): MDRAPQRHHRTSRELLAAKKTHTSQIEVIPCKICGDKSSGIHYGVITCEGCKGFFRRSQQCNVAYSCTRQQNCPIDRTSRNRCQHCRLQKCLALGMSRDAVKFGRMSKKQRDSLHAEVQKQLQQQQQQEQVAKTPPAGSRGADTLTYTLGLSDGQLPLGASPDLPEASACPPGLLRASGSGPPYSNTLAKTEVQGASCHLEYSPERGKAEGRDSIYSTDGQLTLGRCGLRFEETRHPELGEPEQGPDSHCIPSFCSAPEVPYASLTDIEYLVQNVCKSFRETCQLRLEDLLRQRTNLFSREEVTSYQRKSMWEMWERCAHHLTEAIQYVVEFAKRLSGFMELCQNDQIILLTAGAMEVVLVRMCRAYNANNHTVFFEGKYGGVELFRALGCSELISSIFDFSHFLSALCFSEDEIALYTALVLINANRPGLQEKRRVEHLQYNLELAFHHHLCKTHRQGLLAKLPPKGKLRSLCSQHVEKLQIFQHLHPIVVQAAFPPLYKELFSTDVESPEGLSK
#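 Stable Schneider cell line, Gal4 DNA-binding domain fused to ROR gamma, UAS-luciferase. Cmpd 1 hr RT → CuSO4 700 uM final → 20 hr RT → luciferase reagent 10 min → luminescence.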
# p53 reactivator: qHTS assay for re-activators of p53 using a Luc reporter | Potency, µM (top dose mostly 92.2 µM), inactives show at the highest dose activity change, positive = activation, usual class: activators | 320,000 tested, 0.063% active | H1299 p53-A138V BP100-luciferase reporter, luminescence, 24 h; note: % of control where 0% means no effect; nearly all actives have a fitted effect of over 45% in size
#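 p53-null H1299 cells stably carrying temperature-sensitive p53-A138V and a BP100-luciferase reporter were pinned with compounds (4-point, 1:5 series) and held 24 hrs at 37 deg C. Luminescence was read 10 min after detection reagent.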
# FLuc modulator: qHTS profiling assay for firefly luciferase inhibitor/activator using purifed enzyme and Km concentrations of substrates (counterscreen for miR-21 project); 360,000 tested, 6.9% active; purified FLuc, Km substrates, luminescence inhibition; Luciferin 4-monooxygenase (Photinus pyralis), P08659; Potency, µM (top dose mostly 57.5 µM), for the others: at the top dose activity change, negative = inhibition, hits mostly inhibitors;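 note: plate controls were vehicle for no effect and reference inhibitor for full effect; nearly all actives have a fitted effect of over 55% in size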
# Target sequence (P08659 whole entry, looked up): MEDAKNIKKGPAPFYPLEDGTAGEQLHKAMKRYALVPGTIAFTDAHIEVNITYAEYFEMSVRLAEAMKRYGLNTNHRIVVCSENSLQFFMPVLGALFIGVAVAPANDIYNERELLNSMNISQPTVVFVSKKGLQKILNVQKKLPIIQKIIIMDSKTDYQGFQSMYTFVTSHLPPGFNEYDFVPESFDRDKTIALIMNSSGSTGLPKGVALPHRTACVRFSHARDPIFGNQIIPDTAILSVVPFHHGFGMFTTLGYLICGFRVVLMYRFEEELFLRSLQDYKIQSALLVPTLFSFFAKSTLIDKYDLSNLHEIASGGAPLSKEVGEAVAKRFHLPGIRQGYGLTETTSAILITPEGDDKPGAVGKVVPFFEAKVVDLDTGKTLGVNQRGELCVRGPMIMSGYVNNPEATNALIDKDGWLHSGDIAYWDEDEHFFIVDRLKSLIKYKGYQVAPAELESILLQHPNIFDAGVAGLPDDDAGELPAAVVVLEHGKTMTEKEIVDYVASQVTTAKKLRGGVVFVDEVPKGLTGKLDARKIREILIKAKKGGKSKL
#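 Purified P. pyralis luciferase, 10 nM final, with Km-level 10 uM D-luciferin and 10 uM ATP in 50 mM Tris acetate pH 7.5, 10 mM Mg acetate, 0.01% Tween-20, 0.05% BSA; 6-point qHTS titration about 60 µM downward; luminescence read.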
# BRCA1 expr act: qHTS Assay to Identify Small Molecule Activators of BRCA1 Expression; MCF7-BRCA1-FFLuc reporter, luminescence, 48 h; response scale: scaled: vehicle 0%, 10 µM genistein 100%; Potency, µM (doses to about 46.1 µM), inactives show top-dose activation, actives largely listed as activators; 380,000 tested, 1.1% active; AID 624202, 2012; note: nearly all actives have a fitted effect of over 80% in size; some results filed as inactive show a strong effect at the top dose
#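 Compounds are tested at multiple concentrations on MCF7 BRCA1-luciferase reporter cells seeded at 2000 per well; after 48 h, a single luminescence end-point is taken and curves fitted to the normalized data.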
# NPC1 promoter act: qHTS Assay for NPC1 Promoter Activators. 320,000 tested, 2.4% active. Huh7 NPC1 promoter luciferase reporter, 24 h. AID 485313, 2010. Potency, µM (titrated, usually from 9.22 µM), without a hit: at the highest dose activation, most hits filed as activators;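 note: % of control where 0% means no effect; nearly all actives have a fitted effect of over 60% in size; reporter is driven by a mutant NPC1 promoter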
#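 Compounds in DMSO were transferred onto Huh7 NPC1-luciferase reporter cells pre-incubated 2 h; after 24 h at 37 °C, Amplite reagent was dispensed and luminescence recorded 10 min later.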
# MBNL1-CUG inh: qHTS Assay for Inhibitors of MBNL1-poly(CUG) RNA binding. Muscleblind-like protein 1 (Homo sapiens), Q9NR56. TR-FRET MBNL1-His/biotin-(CUG)12 binding, 665/545 ratio. Potency, µM (top dose mostly 57.5 µM), without a hit: at the highest dose activity change, negative = inhibition, hits mostly inhibitors. 280,000 tested, 0.036% active; active = well fitted inhibition curve with a large enough effect in the signal ratio, with a control signal flat, not every such curve was filed as active; inconclusive = small, poorly fitted or top-dose-only effect, or effect the other way, or a change in a side signal; inactive = no such curve, though single readings can be large or run the other way; the % refers to the signal ratio; note: % is set by controls: 0 for no effect and ±100 for the full control effect
#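 TR-FRET readout: Ex 340 nm, 665/545 nm emission ratio, normalized to buffer-only (basal) and MBNL1-(CUG)12 controls. Complex of MBNL1-His with Biotin-(CUG)12, compounds 92 nM–58 uM, incubated 60 min at room temperature.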
# Active calls of the source: *; ? = inconclusive; . = no result given; [ ] = remark or other dose. Unless noted, calls come from the whole dose curve; as a rule, active = well fitted curve in the direction sought with a large enough effect; inconclusive = small, poorly fitted or top-dose-only effect, or another doubt; inactive = no such curve, though single readings can be large; an effect the other way counts as inactive or inconclusive. Potency is the fitted concentration of half-maximal effect. Only part of the results is shown; the hit share may differ from the screen's.
SMILES,ELG1 genotoxic,Gal4-VP16 FLuc,MLL CXXC-DNA inh,Rab9 promoter act,uPA surface inh,RORgamma inh,p53 reactivator,FLuc modulator,BRCA1 expr act,NPC1 promoter act,MBNL1-CUG inh
COc1cccc(N2CCN(C(=O)c3cccc(NC4=NC5CS(=O)(=O)CC5S4)c3)CC2)c1 (configuration not stated),1%,-20%,.,-3%,8%,-4%,.,6%,8%,-4%,-12%
Cc1ccccc1-c1oc(C)c(C)[n+]1[O-],5%,-6%,0%,-1%,-3%,1%,-2%,0%,7%,0%,-6%
O=C(COC(=O)C1CC2CCCC(C1)C2=O)NC(=O)c1ccccc1 (configuration not stated),3%,.,.,18%,14%,.,10%,-6%,-11%,2%,.
CN(Cc1nccn1C)C(=O)c1cc(COc2ccc3ncccc3c2)on1,-5%,?,0%,-13%,-2%,-39%,0%,-4%,0%,-8%,14%
O=C(Nc1nnc(SCc2cccnc2)s1)C1CC(=O)N(c2ccc(F)cc2)C1 (configuration not stated),-1%,-3%,26%,-6%,-1%,2%,-8%,0%,-21%,1%,7%
O=C(CCC1CCCN(C(=O)Cc2ccc(F)cc2)C1)N1CCN(c2ccccn2)CC1 (configuration not stated),-9%,0%,6%,-3%,-9%,13%,-3%,-1%,-33%,-7%,7%
COc1ccc(/C=C/C(=O)OCC(=O)N(C)c2c(N)n(Cc3ccccc3)c(=O)[nH]c2=O)cc1OC,0%,.,.,-4%,0%,.,6%,-6%,-6%,0%,.
Cc1ccc(OCC(=O)N2CCN(S(=O)(=O)c3ccccc3)CC2)c([N+](=O)[O-])n1,2%,-1%,1%,2%,1%,-6%,-15%,0%,4%,0%,44%[activator]
CC(C)NC(=O)Cn1c(SCC(=O)N2CCc3ccccc3C2)nc2ccccc21,1%,1%,-4%,-6%,.,21%,-4%,-2%,3%,-2%,-1%
CC(=O)OCC1OC(n2ccc(=O)[nH]c2=O)C(O)C1O (configuration not stated),3%,5%,18%,-2%,11%,0%,3%,2%,2%,1%,3%
Cc1ccccc1-c1nnc(SCc2ccccc2)o1,15µM*,10%,1%,?,-3%,?,?,8.5µM*,10µM*,?,-3%
O=C(CN1CCN(Cc2ccccc2)CC1)Nc1ccc(S(=O)(=O)N2CCOCC2)cc1,1%,4%,10%,1%,3%,-2%,-4%,6%,-8%,-6%,?
CCCN1CCN(CCCNC(=O)c2cc3c(=O)n(C)c4ccccc4c3n2C)CC1,?,-7%,-7%,-3%,?,-39%,-6%,0%,-11%,-4%,-6%
COc1ccccc1-c1c(C#N)c(N)nc2c1CCC2,7%,-6%,-9%,-1%,2%,-4%,1%,-6%,-2%,9%,.
Cn1cccc1Cc1nnc(SCC(=O)Nc2ccccc2F)n1-c1ccc(F)cc1,-1%,20%,-1%,-2%,-3%,31%,0%,2%,32%,-2%,-9%
COc1ccccc1NS(=O)(=O)c1cccc(C(=O)N/N=C(\C)c2ccc3c(c2)OCCO3)c1,0%,?,-2%,1%,-2%,?,3%,15µM*,9%,-1%,-2%
O=C(CSc1nc2ccccc2[nH]1)NCc1ccc(F)cc1,-2%,28%,-8%,-1%,3%,?,0%,-4%,14%,2%,-7%
N#Cc1ccccc1NCc1ccccc1,13%,4%,1%,6%,2%,?,0%,-13%,-10%,-2%,-10%
COc1ccc(NC(=S)N/C(=N/CS(=O)(=O)c2ccccc2)c2ccccc2)cc1,?,?,0%,?,-6%,?,?,2.7µM*,?,2.8µM*,-15%
O=C(Nc1cccc(F)c1)N1CCCCCC1,6%,3%,27%,12%,0%,23%,3%,5%,18%,-4%,6%
C/C(=N\Nc1ccc(S(=O)(=O)N2CCCCC2)cn1)c1ccc(O)cc1,-1%,.,.,-2%,-5%,.,-13%,-7%,-47%,-3%,.
CN(C)c1nc(NN)nc(Nc2ccc(F)cc2)n1,-4%,?,-5%,5%[1.84 µM],-10%,7.9µM*,0%,2%,-27%,0%,-10%
CCc1ccc(N(C(=O)Cc2cccs2)C(C(=O)NC2CCCCC2)c2cn(C)nc2C)cc1 (configuration not stated),-4%,-3%,3%,0%,2%,23%,-5%,0%,-1%[1.84 µM],0%,-5%
COc1ccc2c3c(cccc13)OC2=O,3%,-1%,26%,-2%,-2%,-6%,0%,1%,-13%,0%,14%
Cc1ccc(S(=O)(=O)N(C)C)cc1NC(=S)NC12CC3CC(CC(C3)C1)C2,-7%,5.6µM*,-2%,7%,-1%,5µM*,30%,-2%,-16%,-6%,0%
O=C(N/N=C/c1ccccc1Cl)c1ccc(F)cc1,?,-1%,-1%,2.5µM*,.,-51%,16%,2.7µM*,?,2.2µM*,5%
Clc1ccc(CSc2nnc(Cn3cnc4ccccc43)o2)cc1,-5%,16µM*,-3%,-35%[inhibitor],-4%,6%,-13%,4%,-27%,-19%,5%
CCOC(=O)c1cc(-c2ccccc2)sc1NC(=O)c1ccc(OC)c(OC)c1,-2%,-14%,6%,-6%,-3%,13%,-15%,-20%,0%,-3%,-16%
O=C(CCC1CCCCC1)NCCS(=O)(=O)N1CCN(c2ccccc2F)CC1,-1%,.,.,-3%,1%,.,3%,4%,-22%,0%,.
Cc1cc(NC(=O)CCC(=O)N(CC(=O)NC2CCCC2)c2ccc(Cl)cc2)no1,0%,17%,-2%,-2%,1%,22%,-5%,0%,3%,-7%,-3%
COCCCNC(=O)c1cc(C(=O)c2c(-c3c(Cl)cccc3Cl)noc2C)c[nH]1,-2%,-1%,14%,2%,-16%,11%,-12%,7%,-74%,0%,-7%
CCN1C(=O)/C(=C/c2ccc(C)s2)SC1=Nc1ccc(OC)cc1,-3%,-10%,8%,-2%,-6%,10%,-3%,6%,-81%[inhibitor],-2%,2%
CC1(C)CC(=O)C(C(c2cccnc2)C2C(=O)CC(C)(C)CC2=O)C(=O)C1,1%,12%,-18%,10%,1%,5%,-1%,0%,-4%,-2%,-11%
COC(=O)c1c(C)oc(C)c1S(=O)(=O)NC(C)(C)C,2%,6%,3%,0%,-2%,-15%,0%,0%,-2%,-1%,.
COc1ccc(CN2CCNC(=O)C2CC(=O)NCc2csc(C)n2)c(F)c1 (configuration not stated),1%,2%,8%,-3%,7%,-15%,7%,6%,-1%,4%,-4%
CCN(CC)S(=O)(=O)c1ccc(NC(=O)COc2nc3ccccc3nc2N2CCOCC2)cc1,-5%,4%,8%,-1%,13%,-10%,7%,3%,-33%,-1%,6%
CCCCC(=O)Nc1nc2c(OC)ccc(OC)c2s1,2%,0%,-13%,-2%,-4%,-10%,-3%,5%,-25%,-1%,10%
CC(C)c1nc(SCC(=O)NC2CCCCC2)c2ccccc2n1,-3%,4%,0%,-10%,-2%,-3%,2%,-2%,-17%,-4%,2%
COc1ccc(CCN(C(=O)c2cccc(F)c2)C2CC(=O)N(c3ccccc3)C2=O)cc1 (configuration not stated),-1%,-9%,15%,4%,-2%,?,-19%,5%,-10%,-1%,-10%
COc1c(F)c(F)c(C(=O)Nc2ccccc2N2CCN(C(=O)C(C)C)CC2)c(F)c1F,-6%,-25%,-6%,9%,-1%,-9%,1%,-1%,-59%,0%,-16%
Cc1ccc(CSc2nnc(SCC(=O)N/N=C/c3c(C)nn(-c4ccccc4)c3C)s2)cc1,-13%,-2%,5%,?,0%,40%,?,4.3µM*,34%,?,-9%
CCCCC1=NN2C(=N)CC(=O)N=C2S1,0%,1%,-6%,1%,3%,10µM*,-3%,5%,0%,0%,-8%
Cc1ccc(NS(=O)(=O)c2ccc(C(=O)N3CCCCCCC3)cc2)cc1,-7%,?,15%,?,-4%,?,26%,?,-22%,?,2%
O=C(COC(=O)c1ccc(OC(F)(F)F)cc1)NCCN1C(=O)CSC1=O,2%,.,.,1%,-11%,.,2%,7%,-5%,-10%,.
Cc1cccc(NS(=O)(=O)c2cc3c(cc2C)n(C)c(=O)c(=O)n3C)c1,-2%,-5%,.,-5%,7%,?,.,2%,0%,-2%,1%
